DT40 TDP1 no CPT: qHTS for Inhibitors of human tyrosyl-DNA phosphodiesterase 1 (TDP1): qHTS in cells in absence of CPT | Potency, µM (highest dose often 46.2 µM), for the others: at the top dose activity change, negative = growth inhibition, most hits filed as inhibitors | DT40 Tdp1-/- hTDP1 cells, no CPT, ATP luminescence, 48 h | 420,000 compounds, 15% hits | AID 686978, 2013; active = well fitted inhibition curve with a large enough effect; inconclusive = small, poorly fitted or top-dose-only effect; note: nearly all actives have a fitted effect of over 55% in size
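Stably hTDP1-transfected Tdp1-null chicken DT40 cells were treated with library compounds minus camptothecin and grown for at least 48 hr at 37 °C, after which cellular ATP was quantified by luminescence.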
An asterisk follows results filed as active; ? = inconclusive. % is set by controls: 0 for no effect and ±100 for the full control effect; potency is the fitted concentration of half-maximal effect.

SMILES | DT40 TDP1 no CPT
CC(=O)C(Cc1ccccc1)NC(=O)COC(=O)c1cc(S(=O)(=O)N2CCOCC2)ccc1F (centres undefined) | 13%
COc1cccc(/C=C/C(=O)OCC(=O)NC2CCCC2)c1 | -1%
COc1ccc(-n2nnnc2C(c2cccc(OC)c2OC)N2CCN(C/C=C/c3ccccc3)CC2)cc1 (centres undefined) | 18µM*
O=c1cc(CN2CCN(c3ccccc3F)CC2)c2c(ccc3ccccc32)o1 | 18µM*
COc1ccccc1NC(=O)COC(=O)c1c(NC(C)=O)sc(C)c1C | 16µM*
CCSc1c([N+](=O)[O-])c(=O)n(-c2ccccc2)c2ccccc12 | ?
COc1cc(OC)cc(-c2c(Sc3ccccc3)c3cc(-c4ccc(SC)cc4)ccc3n2C)c1 | -18%
CC=CCn1c(SCc2ccccc2)nc2c1c(=O)[nH]c(=O)n2C | ?
CC(=O)N1CCN(C(=O)OC2CC3CC2[C@H]2CCCCN2C3=O)CC1 (some centres undefined) | -1%
COc1cccc(OC)c1C(=O)N1CCN(Cc2ccccc2F)CC1 | -19%
COc1ccc(-c2oc3cc(OC(C)=O)cc(OC(C)=O)c3c(=O)c2OC)cc1 | ?
CCNC(=O)C1(C)CCCN(Cc2cc(-c3ccccc3)n(C)n2)C1 (centres undefined) | -19%
Cc1ccc(NC(=O)COC(=O)c2ccccc2OCC(=O)N(C)C)cc1 | ?
COC(=O)C1=CN(c2cccc(OCc3ccccc3)c2)C(N)=C(C#N)C1c1cccc(F)c1 (centres undefined) | 23µM*
CCOC(=O)N1CCN(C(=O)c2ccc3nc4cc(Cl)ccc4c(=O)n3c2)CC1 | -13%
COc1ccc(Cl)cc1N=Cc1c(O)cc(C)oc1=O | -4%
CNc1ncnc2c1ncn2[C@H]1CN(Cc2ccco2)C[C@@H](CO)O1 | -12%
CC(=O)c1ccc(Nc2nc(C(N)c3ccccc3)cs2)cc1 (centres undefined) | ?
CC(C)NC(=O)c1ccc2sc([C@H]3C[C@H](O)[C@@H](CO)O3)nc2c1 | 2%
CC(C)Nc1ncnc2c1ncn2[C@H]1CN(Cc2cccnc2)C[C@@H](CO)O1 | -1%
Cc1cc2c(cc(C(=O)OCC(=O)NC3CCCCC3)n2C)o1 | ?
COc1ccc(C(=O)NC2=NCCS2)cc1S(=O)(=O)N1CCOCC1 | 5%
CC1CCN(S(=O)(=O)c2cc(C(=O)N3CCN(c4ccccc4)CC3)ccc2Br)CC1 | 15µM*
Cc1cc(Cl)ccc1OC(C)C(=O)Nc1ccc(S(=O)(=O)N2CCOCC2)cc1 (centres undefined) | ?
Nc1ccc(/C=C/c2cc(Cl)nc3ccccc23)cc1 | 4µM*
CCCCN1C(=O)C(CC(=O)NCc2cccc3ccccc23)CC(C(=O)N(C)C)=C1C (centres undefined) | ?
CC(=O)Nc1cc(-c2cccc(CO)c2)cn2c(-c3ccc(F)cc3)cnc12 | ?
Nc1nc2ccc(Cl)cc2[nH]1 | ?
Cc1ccc2c(C)nc(Nc3nc(CSc4nc5ccccc5s4)cc(=O)[nH]3)nc2c1 | 5.2µM*
CC1(C(=O)NS(=O)(=O)c2ccc(Cl)cc2)CCN1C(=O)Cc1ccccc1 (centres undefined) | 7%
Cc1ccc2sc(C)cc(=O)c2c1 | 3%
Brc1ccc(Br)c2cnccc12 | -15%
COc1ccccc1-c1ccc(C(=O)NCCN2CCOCC2)c(N2CCN(c3ccccc3F)CC2)n1 | -24%
CCc1nc2c(OCc3cc(Cl)cc(Cl)c3)cccn2c1N(C)C(=O)c1ccccc1F | ?
S=c1[nH]nc(-c2ccccc2)n1-c1ccccc1 | -18%
CN(C)S(=O)(=O)NCC1CCCN(Cc2cc3ccccc3s2)C1 (centres undefined) | ?
C=CCOC(=O)C1=C[C@H](c2ccc(C(F)(F)F)cc2)C[C@H](OCCCCO)O1 | -17%
CCOC(=O)[C@]12CCC=C1N(Cc1ccccc1)C(=O)[C@H](CC(=O)NCc1ccc(OC)c(OC)c1)C2 | ?
CC(=O)Nc1ccc(C(=O)Nc2cc(S(=O)(=O)N3CCOCC3)ccc2N2CCOCC2)cc1 | -26%
COc1ccc2c(c1)-c1nc(-n3ncc(C(=O)NC[C@@H]4CCCN5CCCC[C@H]45)c3C)ncc1CC2 | 9.2µM*
COc1ccccc1C1CN(Cc2ccc(Sc3nncn3C)o2)Cc2ccccc2O1 (centres undefined) | 16µM*
CC(C)C[C@@H]1O[C@H](CCc2ccccc2)Cc2[nH][nH]c(=O)c21 | ?
O=[N+]([O-])c1ccc(Sc2ccncn2)c([N+](=O)[O-])c1 | 0.65µM*
O=C(c1ccc(OC2CCN(CCCc3ccccc3)CC2)cc1)N1CCCC1 | -7%
O=C(CSc1nnc(-c2cccc(Br)c2)o1)NCC1CCCO1 (centres undefined) | -18%
O=C(OCc1ccccc1)N1CCC2CC1c1c2cccc1N1CCOCC1 (centres undefined) | ?
COc1ccc(C(O)c2nc(-c3ccc4ccccc4c3)cs2)cc1 (centres undefined) | 16µM*
C=CCOc1ccc(C2C(C(=O)c3cccs3)=C(O)C(=O)N2c2nnc(C)s2)cc1 (centres undefined) | -13%
CCN(CC)C(=O)c1cccc(-c2csc(C(C)(O)c3ccc(F)c(F)c3)n2)c1 (centres undefined) | 21µM*
C1=Cc2ccccc2/C1=C(\Cc1ccncc1)Oc1ccncc1 | 14µM*
COc1cccc(CN(C)CC(=O)Nc2cccc(S(=O)(=O)N(C)c3ccccc3)c2)c1OC | ?
CC(=O)c1ccc(OC2(C)CCN(Cc3ccc4c(c3)OCCO4)C2)cc1 (centres undefined) | -26%
COc1cc(C(=O)NNC(=O)COc2ccc(Br)cc2)ccc1OCC(=O)N1CCOCC1 | -3%
CCCCn1c(N)c(N(CCOC)C(=O)c2oc3c(Cl)cccc3c2C)c(=O)[nH]c1=O | -13%
O=C(Nc1cccc(OC(F)(F)F)c1)c1ccc(-c2cccnc2)c2ccoc12 | ?
CC(C)(C)OC(=O)N1CCN(C(c2ccnc3ccccc23)c2nnnn2-c2ccc3c(c2)OCCO3)CC1 (centres undefined) | 16µM*
O=Nc1nc2ncccn2c1-c1ccccc1 | 0.52µM*
CN(C)c1ccc(/C=C/c2ccnc3ccccc23)c(F)c1 | 13µM*
CC(C)(C)c1ccc(S(=O)(=O)NC(=O)C2(C)CCN2C(=O)CC2CCCCC2)cc1 (centres undefined) | -5%
Cc1ccc(C(=O)OCC(=O)NC2CCCCCCC2)cc1C | ?

The list goes on.
SMILES | DT40 TDP1 no CPT
O=C(Nc1ccc2nc([C@@H]3O[C@H](CO)[C@@H](O)[C@H](O)[C@H]3O)[nH]c2c1)NC(c1ccccc1)c1ccccc1 | 12%
CC(=O)c1ccc(S(=O)(=O)N(C)CC(=O)Nc2cccc(S(=O)(=O)N3CCCC3)c2)cc1 | ?
CCc1nc2ccc(C(=O)NCc3ccc(OC)cc3)cn2c1N(C)Cc1ccc(OC)cc1 | 21µM*
CCCCNC(=O)C1(C)CCN1C(=O)c1cc(C)n(C(C)(C)C)n1 (centres undefined) | ?
COC(=O)C1=C(C)N(CCCC(=O)O)C(=O)NC1c1cccc(OC)c1 (centres undefined) | 15%
COC(=O)C[C@@H]1CC[C@@H](NC(=O)c2ccccc2F)[C@@H](CO)O1 | 0%
CCc1nc2ccc(C(=O)Nc3cccc(OCC(=O)N(C)C)c3)cn2c1N(C=O)Cc1ccc(OC)cc1 | ?
CCOC(=O)c1ccc(CN2CCCC(C)(C(=O)NCCOC)C2)cc1 (centres undefined) | ?
CCN1C[C@@H]2[C@@H]3C(=O)N(C)C(=O)[C@@H]3[C@](CC)(C1=O)N2C(=O)c1ccccc1 | 2%
Cc1cnc(SCC2CCCO2)nc1C1CCCN(Cc2cc3c(cc2Cl)OCO3)C1 (centres undefined) | ?
O[C@@H]1C[C@H](c2ccc(Cl)cc2)N(Cc2cccs2)C[C@H]1n1cc(-c2ccc(F)cc2)nn1 | ?
Oc1ccc(C[C@H]2CNC(=S)N2C[C@H]2CCCN2C[C@H](Cc2ccccc2)N2C[C@H](Cc3ccc(O)cc3)N(CC3CCCCCC3)C2=S)cc1 | 16µM*

Structural class: the compounds so far containing bromine.
SMILES | DT40 TDP1 no CPT
CC1CCN(S(=O)(=O)c2cc(C(=O)N3CCN(c4ccccc4)CC3)ccc2Br)CC1 | 15µM*
Brc1ccc(Br)c2cnccc12 | -15%
O=C(CSc1nnc(-c2cccc(Br)c2)o1)NCC1CCCO1 (centres undefined) | -18%
COc1cc(C(=O)NNC(=O)COc2ccc(Br)cc2)ccc1OCC(=O)N1CCOCC1 | -3%

Continued.
SMILES | DT40 TDP1 no CPT
COc1cccc(S(=O)(=O)N(C)C[C@H]2Oc3ncc(Br)cc3C(=O)N([C@@H](C)CO)C[C@@H]2C)c1 | ?
CCc1nc2ccc(C(=O)Nc3ccc(OC)c(OC)c3)cn2c1N(CC)Cc1cccc(Br)c1 | 23µM*
O=C(NCc1ccccc1)C1=C[C@H](c2ccc3c(c2)OCO3)C[C@H](OCc2ccc(CO)cc2)O1 | ?
CC(C(O)c1cc(=O)c(OCc2ccccc2)co1)[N+](=O)[O-] (centres undefined) | ?
O=C(CN1C(=O)c2ccccc2C1=O)NCC(=O)Nc1ccccc1 | -8%
O=C(O)Cn1nnc(-c2ccccc2)c1COc1ccccc1 | -6%
CC1=C(C(=O)N2CCCCCC2)CC(CC(=O)NC2CCCC2)C(=O)N1Cc1ccccc1 (centres undefined) | -16%
COc1ccc(-c2ccc3c(c2)C2CC3CCN2Cc2ccc(OC(F)(F)F)cc2)cc1 (centres undefined) | ?
COc1cccc(C2c3cc4c(cc3OC(NNC(N)=O)C2C)OCO4)c1O (centres undefined) | 4.1µM*
CC1(C(=O)NCc2cccc3ccccc23)CCN1CCc1ccccc1 (centres undefined) | 18µM*
COc1ccc(C(=O)CC(=O)c2ccccc2)cc1 | ?
Clc1ccc(-c2nc3ccc(Cl)cn3c2Cc2cccc(Cl)c2)cc1 | ?
Cc1ccnc2ccc([N+](=O)[O-])cc12 | ?
COCc1cccc(-c2csc(C(C)(O)c3ccccc3)n2)c1 (centres undefined) | ?
CC(C)C[C@H]1CN([C@@H](Cc2ccccc2)CN2CCC[C@H]2CN2C(=O)C(=O)NC[C@@H]2Cc2ccc(O)cc2)C(=O)C(=O)N1CC1CCCCC1 | ?
O=NN(Cc1cccnc1)C(=O)NC1CCCCC1 | ?
CNC(=O)OCc1cocc1COC(=O)NC | -16%
Cc1cc(C)cc(C(O)c2ncc(-c3ccc(F)cc3)[nH]2)c1 (centres undefined) | ?
CCCCn1nnnc1C1(C)CCC(=O)N1Cc1ccc(OC)c(OC)c1 (centres undefined) | -5%
Cc1cc2nccc(C)c2cc1C | -3%
CC12C=CC(=O)C=C1CCC1C3CCC(O)(C(=O)CO)C3(C)CC(O)C12F (centres undefined) | -6%
COc1cc(F)ccc1-c1csc(C(NC(C)=O)c2cccc(F)c2)n1 (centres undefined) | ?
CC(=O)Nc1cccc(-c2cc(NC=O)c3ncc(-c4cccc(C(C)=O)c4)n3c2)c1 | 21µM*
COc1ccc(-c2cnc(C(O)c3ccc(C(C)(C)C)cc3)[nH]2)cc1 (centres undefined) | ?
CCC1CN(CCNC(=O)c2ccc(N3CCOCC3)cc2)Cc2cc(OC)ccc2O1 (centres undefined) | -29%
O=C(O)C1=C[C@@H](c2ccc(Br)cc2)C[C@@H](OCCCCO)O1 | -4%
CC1CCCCC1NC(=O)CN1CCC(NC(=O)C(C)(C)C)CC1 (centres undefined) | -15%
O=C(Nc1ccccc1Br)c1cccc2ccccc12 | -20%
COC(=O)[C@@]1(Cc2ccc(F)cc2)[C@H]2c3cc(C(=O)N4CCCC4)n(CCN4CCNC4=O)c3C[C@H]2CN1C(=O)c1ccccc1 | -18%
Cc1cc2nc(-c3ccc(Cl)cc3)c(Cc3cccc(F)c3)n2c(C)c1Br | 23µM*
C[C@H]1Cn2cnc(C(=O)N[C@H](C)c3ccccc3)c2C(=O)N1 | -13%
Cc1cc(=O)[nH]c2nc3ccccc3n12 | -5%
CCOC(=O)c1ccc(NC(=O)CN2CCCCC2)cc1 | -25%
CN(C)CC/C=C1/c2ccccc2CS(=O)(=O)c2ccccc21 | 1%
CCCCCCNC(=O)O[C@]12C[C@@H](C(=O)OC)[C@@H](C(=O)OC)C[C@@]1(O)CN(S(=O)(=O)c1ccc(C)cc1)C2 | ?
CCC1C(c2ccccc2)=CCC(C(=O)O)C1C (centres undefined) | 9%
CCc1nc2ccc(C(=O)Nc3cccc(OCC(=O)N(C)C)c3)cn2c1N(C)C(=O)c1ccncc1 | 0%
CCOc1ccc(Cl)cc1-c1cc(C(=O)NCc2cccc(C(F)(F)F)c2)[nH]n1 | 13µM*
N#Cc1cccc(C(=O)C(=O)N2CCC(Cc3ccccc3)CC2)c1 | ?
O=C(CN1CCOc2ccccc21)NC1CCCCCCC1 | -29%
CC(OC(=O)CCNS(=O)(=O)c1ccc(Cl)cc1)C(=O)N(C)Cc1ccccc1 (centres undefined) | ?

Of the compounds above, five have a tert-butyl group:
SMILES | DT40 TDP1 no CPT
CC(C)(C)OC(=O)N1CCN(C(c2ccnc3ccccc23)c2nnnn2-c2ccc3c(c2)OCCO3)CC1 (centres undefined) | 16µM*
CC(C)(C)c1ccc(S(=O)(=O)NC(=O)C2(C)CCN2C(=O)CC2CCCCC2)cc1 (centres undefined) | -5%
CCCCNC(=O)C1(C)CCN1C(=O)c1cc(C)n(C(C)(C)C)n1 (centres undefined) | ?
COc1ccc(-c2cnc(C(O)c3ccc(C(C)(C)C)cc3)[nH]2)cc1 (centres undefined) | ?
CC1CCCCC1NC(=O)CN1CCC(NC(=O)C(C)(C)C)CC1 (centres undefined) | -15%

Compound activity (PubChem BioAssay)

Only part of the results is shown; count on the stated rates, not on these rows.
